# ERG-DNA inh: qHTS for Small Molecule Inhibitors of the ERG Ets/DNA interaction; Transcriptional regulator ERG (Homo sapiens), P11308; fluorescence polarization, His-ERG Ets domain / labelled DNA; Potency, µM (top dose mostly 76.9 µM), for inactives: at the top dose FP activity, negative = inhibition, usual class: inhibitors; 0.028% of 370,000 active; active = well fitted inhibition curve with a large enough effect in the polarisation, with a control signal flat; inconclusive = small, poorly fitted or top-dose-only effect, or effect the other way, or a change in a side signal; inactive = no such curve, though single readings can be large or run the other way; the % refers to the polarisation;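 also: polarization taken with two DNA probes labelled with fluorescein and Texas red; potency is read from the fitted curve at half-maximal effect; % of control where 0% means no effect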
#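 His-tagged ERG Ets domain (1 uM in the protein solution; 300mM KCl, 50mM Tris-HCl, 1mM EDTA, 1mM DTT, pH 7.5) received compound, then a probe mix of 5 nM fluorescein-DNA and 100nM Texas-615-DNA. Fluorescence polarization was read for both dyes.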
# GLS inhibitor: qHTS for Inhibitors of Glutaminase (GLS); 0.21% of 410,000 active; AID 624170, 2012; GLS enzymatic activity, qHTS titration; Potency, µM (doses to about 45.5 µM), without a hit: top-dose activity change, negative = inhibition, usual class: inhibitors; Glutaminase kidney isoform, mitochondrial (Homo sapiens), O94925; also: potency is read from the fitted curve at half-maximal effect; % is scaled to controls: 0 for no effect and ±100 for the full control effect
# Target sequence (O94925 whole entry, looked up, canonical isoform): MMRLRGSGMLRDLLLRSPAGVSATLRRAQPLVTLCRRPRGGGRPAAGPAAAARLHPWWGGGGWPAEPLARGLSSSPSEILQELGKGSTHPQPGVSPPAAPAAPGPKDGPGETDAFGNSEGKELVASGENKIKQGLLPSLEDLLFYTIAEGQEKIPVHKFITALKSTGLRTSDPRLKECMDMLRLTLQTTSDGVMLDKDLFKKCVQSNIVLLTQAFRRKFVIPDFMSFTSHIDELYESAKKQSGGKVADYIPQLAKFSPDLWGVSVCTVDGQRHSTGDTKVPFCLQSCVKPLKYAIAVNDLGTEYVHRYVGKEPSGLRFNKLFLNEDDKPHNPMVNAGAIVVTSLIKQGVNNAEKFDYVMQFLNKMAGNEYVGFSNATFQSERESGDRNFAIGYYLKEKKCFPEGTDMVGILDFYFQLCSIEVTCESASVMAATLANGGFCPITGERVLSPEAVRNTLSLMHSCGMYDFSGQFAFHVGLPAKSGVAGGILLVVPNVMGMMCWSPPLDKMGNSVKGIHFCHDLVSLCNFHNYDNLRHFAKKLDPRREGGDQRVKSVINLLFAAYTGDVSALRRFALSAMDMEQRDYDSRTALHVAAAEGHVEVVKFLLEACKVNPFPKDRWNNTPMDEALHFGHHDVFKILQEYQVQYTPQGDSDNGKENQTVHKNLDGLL
#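 Coupled fluorescence readout: glutamate oxidase/HRP/Amplex Red detect glutamate formed by hKGA from L-glutamine (1 mM solution added). Buffer 45 mM KH2PO4 pH 8.2, 0.02% Tween-20; reads at t0 and 30 min RT.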
# JMJD2A Tudor inh: qHTS Assay for Inhibitors of JMJD2A-Tudor Domain; AlphaScreen JMJD2A-Tudor / H3K4me3 peptide binding; Lysine-specific demethylase 4A (Homo sapiens), O75164; Potency, µM (top dose mostly 114 µM), for inactives: at the top dose activity change, negative = inhibition, most hits filed as inhibitors; 4.4% of 390,000 active; also: potency is read from the fitted curve at half-maximal effect; % is scaled to controls: 0 for no effect and ±100 for the full control effect; nearly all actives have a fitted effect of over 50% in size
# 12-LOX inh: Primary qHTS assay for inhibitors of human arachidonate 12S-lipoxygenase (ALOX12): Round 2; purified 12hLO, xylenol orange hydroperoxide absorbance; Potency, µM (series often up to 108 µM), without a hit: at the top dose activity change, negative = inhibition, hits mostly inhibitors; Polyunsaturated fatty acid lipoxygenase ALOX12 (Homo sapiens), P18054; 1.1% of 580,000 active; also: potency is read from the fitted curve at half-maximal effect; % is scaled to controls: 0 for no effect and ±100 for the full control effect
#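 Purified human 12hLO at 150 nM in 25 mM Hepes, 0.01% Triton X-100, pH 7.0, preincubated 15 min at room temperature with compound. Reaction started with 40 uM arachidonic acid, 30 min at room temperature. Hydroperoxide measured by Fe-xylenol orange, 573/405 nm absorbance ratio.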
# PI4K2A inh: qHTS for small molecular inhibitors of PI4K2A; AID 1346378, 2018; activity change, negative = inhibition, % at 76.9 µM; purified PI4K2A, ADP-Glo luminescence, 1 h; hits give low values; 0.13% of 420,000 active; in the data active = activity change below about -50%; inconclusive = mostly about -30% to -49%;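 also: -100% = wells without enzyme as full effect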
#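 Compounds are screened against recombinant PI4K2A using PI as substrate and ATP, the latter dispensed at 300 microM. Reactions run one hour at ambient temperature before ADP-Glo detection; full inhibition defined by wells lacking enzyme.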
# HP1b binding inh: HTS for Inhibitors of HP1-beta Chromodomain Interactions with Methylated Histone Tails. Chromobox protein homolog 1 (Homo sapiens), P83916. AlphaScreen HP1-beta / biotin-H3K9me3 peptide binding. Potency, µM (highest dose often 114 µM), for the others: at the top dose activity change, negative = inhibition, most hits filed as inhibitors. 0.56% of 390,000 active; also: potency is read from the fitted curve at half-maximal effect; nearly all actives have a fitted effect of over 70% in size; inactives centre near 23
# Target sequence (P83916 whole entry, looked up): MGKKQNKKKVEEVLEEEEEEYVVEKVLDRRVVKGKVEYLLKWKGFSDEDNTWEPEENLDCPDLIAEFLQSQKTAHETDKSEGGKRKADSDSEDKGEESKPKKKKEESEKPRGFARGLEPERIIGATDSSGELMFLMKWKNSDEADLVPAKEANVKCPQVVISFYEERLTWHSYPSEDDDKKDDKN
#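 HP1-beta protein (50 nM final) preincubated 30 min at room temperature with biotinylated H3(1-18)K9me3 peptide (50 nM) in PBS pH 7.4, 0.01% Tween-20, then compound added for 30 min. AlphaScreen streptavidin donor/nickel chelate acceptor beads (10 ug/mL final), 30 min dark, luminescence read.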
# BAZ2B inh: qHTS Assay for Inhibitors of BAZ2B; Bromodomain adjacent to zinc finger domain protein 2B (Homo sapiens), Q9UIF8; AlphaScreen BAZ2B-H3K14Ac peptide displacement; Potency, µM (highest dose often 114 µM), inactives show at the top dose activity change, negative = inhibition, usual class: inhibitors; 4.4% of 360,000 active; also: potency is read from the fitted curve at half-maximal effect; % is scaled to controls: 0 for no effect and ±100 for the full control effect; nearly all actives have a fitted effect of over 60% in size
#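 AlphaScreen displacement: compounds (up to 110uM) incubated 30 min at room temperature with a preformed 50 nM BAZ2B/50 nM biotinylated H3K14Ac peptide complex in PBS pH 7.4 with Tween-20. Donor and acceptor beads at 10 ug/mL final added, 20 min light-protected before reading.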
# G9a block: qHTS Assay for Inhibitors of Histone Lysine Methyltransferase G9a | Histone-lysine N-methyltransferase EHMT2 (Homo sapiens), Q96KQ7 | G9a H3K9 monomethylation, AlphaScreen, 2 h | Potency, µM (titrated, usually from 102 µM), for the others: at the top dose activity, negative = inhibition, hits mostly inhibitors | 8.8% of 350,000 active; also: potency is read from the fitted curve at half-maximal effect; % is scaled to controls: 0 for no effect and ±100 for the full control effect; nearly all actives have a fitted effect of over 75% in size
#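 Enzyme 20 nM + cpd, 15 min RT; add b-H3K9 pep 500 nM / SAM 20 uM; 2 h RT; anti-H3K9me1 Ab 0.5 ug/mL + SA donor / anti-rabbit acceptor beads 20 ug/mL each, 10 min; AlphaScreen read.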
# RGS4 inhibitor: Inhibitors of Regulator of G Protein Signaling (RGS) 4: qHTS; 0.039% of 390,000 active; Regulator of G-protein signaling 4 (Homo sapiens), P49798; AID 504845, 2011; Transcreener GDP fluorescence polarization, RGS4-accelerated GTP hydrolysis; Potency, µM (series often up to 114 µM), without a hit: at the top dose activity change, negative = inhibition, hits mostly inhibitors; also: potency is read from the fitted curve at half-maximal effect; % is scaled to controls: 0 for no effect and ±100 for the full control effect; nearly all actives have a fitted effect of over 75% in size; some results filed as inactive show a strong effect at the top dose
# Target sequence (P49798 whole entry, looked up): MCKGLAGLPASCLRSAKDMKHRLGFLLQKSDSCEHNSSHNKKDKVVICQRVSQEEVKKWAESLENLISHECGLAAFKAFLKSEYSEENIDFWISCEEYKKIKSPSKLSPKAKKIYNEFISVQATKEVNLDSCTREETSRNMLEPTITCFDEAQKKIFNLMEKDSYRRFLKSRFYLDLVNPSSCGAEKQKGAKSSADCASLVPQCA
#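 MLSMR compounds (23 nl, pin-transferred) preincubated 10 min at room temperature with a 500nM (2x) first reagent, then RGS4 at 900nM (2x) plus Transcreener GDP mix added; fluorescence polarization (620/688 nm) read before and after 90 min at 30 °C.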
# The depositor's hits bear a star; ? = inconclusive; . = not tested or not shown; & = joins results of further samples; [ ] = another dose, or the depositor's remark. Unless noted, calls follow the shape of the dose curve; as a rule, active = well fitted curve in the direction sought with a large enough effect; inconclusive = small, poorly fitted or top-dose-only effect, or another doubt; inactive = no such curve, though single readings can be large; an effect the other way counts as inactive or inconclusive. These rows are one share of the data, so the mix of outcomes need not match the whole.
No.	molecule	HP1b binding inh	PI4K2A inh	GLS inhibitor	12-LOX inh	ERG-DNA inh	G9a block	BAZ2B inh	RGS4 inhibitor	JMJD2A Tudor inh
1	O=c1[nH][nH]c2c(N=Cc3ccccc3O)ccc(F)c12	11µM*	-27	11µM*	.	?	8.9µM*	10µM*	?	?
2	CC(=O)c1ccc(NC(=O)CSc2nnc(-c3ccncc3)n2-c2ccccc2)cc1	58%[activator]	2	-6%	0%	-2%	1%[59 µM]	-1%	-18%	-12%
3	CCOC(=O)C1CCN(c2ccccc2CN2CCN(c3ccccc3OCC)CC2)CC1	5%	-1	13%	.	-9%	-42%	-26%	8%	-20%
4	COc1ccc(OC)c(NC(=O)COCc2cc(-c3ccco3)on2)c1	-9%	2	-12%	-9%	-2%	-20%[59 µM]	-23%	-17%	-8%
5	COc1ccc(-c2noc(CNC(=O)C(C)Oc3ccccc3)n2)cc1 (configuration not stated)	26%	1	7%	9%	3%	3%	4%	33%	2%
6	O=C(Cn1nc2n(c1=O)-c1ccccc1SC2)N/N=C/c1cccnc1	30%	-5	3%	10%	-6%	.	2%	10%	-13%
7	Cc1cccc(CSc2nnc(CCCCCNC(=O)OC(C)(C)C)o2)c1	77%[activator]	0	0%	0%	3%	133%[activator]	29%	-11%	27%
8	CC(CCN1C(Nc2ccccc2)=NC[C@@H]1C)c1ccccc1 (some centres not stated)	54%[activator]	-1	6%	4%	7%	-1%	-14%	-8%	-1%
9	CC(C)Oc1cccc(NC(=O)c2cnccc2C(F)(F)F)c1	23%	3	0%	39%[activator]	-6%	4%	4%	20%	-11%
10	Cc1ccccc1N1CCN(C(=O)c2ccccc2NC(=O)C2CC=CCC2C(=O)O)CC1 (configuration not stated)	38%	-11	27%	?	-13%	11%	3%	-24%	-4%
11	O=C1CSC(c2ccco2)N1 (configuration not stated)	27%	-2	0%	20%	-7%	79µM*	1%	9%	-4%
12	Cc1ccc(S(=O)(=O)N(C)C)cc1NC(=O)C(C)OC(=O)c1ccc2ccccc2n1 (configuration not stated)	29%	-2	3%	-27%	7%	10%[2.33 µM]	-25%	16%	-16%
13	CCOc1ccc(NC(=O)CC2C(=O)N(c3cccc(C)c3)C(=O)N2Cc2ccco2)cc1 (configuration not stated)	48%[activator]	-6	-4%	?	6%	?	-29%	6%	-19%
14	COCCNc1nc2nonc2nc1N(C)Cc1ccc(C)cc1	36%	0	4%	-12%	0%	?	-14%	12%	-27%
15	CC(C)c1ccc(NC(=O)C2CCCCN2S(=O)(=O)c2ccccc2)cc1 (configuration not stated)	57%[activator]	-3	6%	193%[activator]	-7%	4%[2.33 µM]	0%	7%	2%
16	COC(=O)c1ccc(CSc2nnc(C)s2)cc1	-7%	1	?	-9%	3%	19%	-7%	-82%[11.4 µM]	?
17	CC12CN3CC(C)(CN(C1)C3c1ccc(Br)cc1O)C2 (configuration not stated)	42%[activator]	4	-1%	129%[activator]	4%	15%[59 µM]	-32%	2%[11.4 µM]	-3%[11.4 µM]
18	CC(=O)Nc1ccc(S(=O)(=O)NC(C)c2ccncc2)cc1 (configuration not stated)	29%	-4	5%	0%	-7%	?	9%	27%	-6%
19	CN(C(=O)c1ccc(NC(=O)Cc2ccc(NC(=O)C3CCN(C(=O)C4CC4)CC3)cc2)cc1)C1CCCC1	30%	0	3%	0%	10%	.	.	-6%	-16%
20	Cc1ccc(C(=O)c2oc3ccccc3c2NC(=O)COc2ccccc2Cl)cc1	37%	-2	2%	0%	-15%	-38%[59 µM]	50µM*	5%	-9%
21	CCOC(=O)[C@H]1[C@H]2COc3ccc(OC)cc3[C@H]2N2C(=O)CN(Cc3ccccc3)C(=O)[C@@]12C	10%	1	4%	-8%	-3%	.	.	-10%	-21%
22	COC(=O)Nc1ncc(CN2C(=O)c3ccccc3C2=O)s1	24%	5	-2%	-17%	-11%	-2%[59 µM]	10%	-20%	-16%
23	COc1ccc(C(=O)NCCCN2CCOCC2)cc1S(=O)(=O)N1CCCc2ccccc21	19%	1	-5%	31%[activator]	-14%	-6%	-4%	13%	-5%
24	Cc1cccc(CNC(=O)Cn2ccc3cc(S(=O)(=O)N4CCCCCC4)ccc32)c1	15%[57 µM]	-4&7	-5%&-8%	5%&-7%	-9%&4%	4%	-14%&-16%	-9%&9%	-3%&-11%
25	CCOC(=O)C(=CNc1ccc(C(F)(F)F)cc1)C(=O)OCC	25%	-3	-1%	215%[activator]	-6%	70%[activator][59 µM]	8%	-11%	9%
26	O=C(C1=NN(c2ccccc2)C(=O)CC1)N1CCc2ccccc2C1	26%	0	-4%	-27%	13%	12%	-15%	-11%	-2%
27	O=C(NCc1ccccc1)C1=C[C@@H](c2coc3ccccc3c2=O)C[C@@H](OCCCCO)O1	30%	2	-4%	?	2%	40%[12.7 µM]	14%	-8%	-6%
28	C=CCc1cccc(/C=N/NC(=O)C(C)Nc2cccc(C)c2)c1O (configuration not stated)	14%	0	12%	-2%	-1%	25%	-17%	2%	-13%
29	CCCCN(C(=O)CSc1cc(C)c2ccc(OC)cc2n1)c1c(N)n(Cc2ccccc2)c(=O)[nH]c1=O	33%	-2	-2%	-26%	14%	?	1%	-31%	-14%
30	Nc1cccc(NC(=O)c2ccco2)c1	14%	-18	6%	18%	4%	33%	-12%	-2%	-19%
31	CN(c1ccc(Cl)cc1)S(=O)(=O)c1nnc(NC(=O)C(C)(C)C)s1	41%[activator]	0	-3%	-2%	0%	15%	-1%	-3%	-11%
32	CC(C)CCNC(=O)C1CCCN1C(=O)NC1CCCCC1 (configuration not stated)	23%	3	5%	11%	-9%	9%[59 µM]	0%	10%	4%
33	O=C(COC(=O)CCc1ccccc1)NCc1ccc2c(c1)OCO2	31%	-2	-4%	-20%	8%	.	.	4%	-8%
34	O=c1cc(-c2ccccc2)nc(N2CCN(Cc3ccc4c(c3)OCO4)CC2)[nH]1	-8%	0	-1%	5%	-1%	11%[12.7 µM]	?	13%	?
35	COc1ccc2nc3oc(C(=O)Nc4cccc(C(F)(F)F)c4)cc3cc2c1	19%[57 µM]	-1	7%	-5%	1%	8%[59 µM]	12%	5%	-12%
36	COC(=O)Cn1c(=O)c2c(nc3n2CC(C)CN3c2ccc(C)c(C)c2)n(C)c1=O (configuration not stated)	14%	-5	8%	-8%	5%	16%[12.7 µM]	-18%	15%	-29%
37	Cc1ccc(-c2onc(C)c2C)cc1S(=O)(=O)NC1CCC(C)CC1 (configuration not stated)	18%	-1	1%	-24%	1%	-4%[59 µM]	0%	-11%	-4%
38	CCOC(=O)C1CCN(C(=O)CSc2n[nH]c(-c3ccc(F)cc3)n2)CC1	21%[57 µM]	3	-7%	-14%	-4%	-30%[59 µM]	-1%	0%	-6%
39	CCOC(=O)CN1C(=O)N[C@@H](CCc2ccccc2)[C@H](C(C)=O)[C@H]1C	18%	-4	-9%	2%	-13%	.	.	4%	-13%
40	CC1CCN(C2CC(=O)N(c3ccccc3)C2=O)CC1 (configuration not stated)	62%[activator]	3	0%	2%	-6%	28µM*	-21%	6%	-1%
41	Cc1ccc(NC(=O)CN(C)S(=O)(=O)c2cnc[nH]2)c(C)c1	16%	-3	4%	3%	6%	21%[59 µM]	-15%	35%	-10%
42	OCC1(CCOc2ccccc2)CCN(CC2=Cc3cc(Cl)ccc3OC2)CC1	19%	1	6%	-7%	5%	?	-16%	16%	-23%
43	O=C(Nc1ccccc1)C1CC(=O)N(c2ccc3c4c(cccc24)CC3)C1 (configuration not stated)	0%	-3	7%	-11%	.	3%[59 µM]	0%	19%	-12%
44	Cn1cnc2c1c(=O)[nH]c(=O)n2Cc1ccccc1	42%[activator]	2	5%	?	-4%	?	-4%	6%	-15%
45	Cc1ccc(S(=O)(=O)N/N=C(\c2ccccc2)c2cccnc2)cc1	27%	6	10%	3%	13%	1%	-28%	10%	-18%
46	CC(=O)c1ccc2c(c1)OCCOCCOCCOCCOCCO2	21%	5	-6%	74%[activator]	1%	-2%[12.7 µM]	4%	12%	-3%

# By substructure, the entries above containing two or more sulfur atoms.
No.	molecule	HP1b binding inh	PI4K2A inh	GLS inhibitor	12-LOX inh	ERG-DNA inh	G9a block	BAZ2B inh	RGS4 inhibitor	JMJD2A Tudor inh
16	COC(=O)c1ccc(CSc2nnc(C)s2)cc1	-7%	1	?	-9%	3%	19%	-7%	-82%[11.4 µM]	?
31	CN(c1ccc(Cl)cc1)S(=O)(=O)c1nnc(NC(=O)C(C)(C)C)s1	41%[activator]	0	-3%	-2%	0%	15%	-1%	-3%	-11%

# From PubChem BioAssay
